Assay outcomes deposited in PubChem by National Center for Advancing Translational Sciences (NCATS).
Nrf2 ARE act – activators of Nrf2 (ARE) signaling; AREc32 ARE-luciferase reporter (MCF7-derived line), luminescence, 24 h; Potency, µM (highest dose often 46.1 µM), without a hit: at the highest dose activation, most hits filed as activators; hit rate 0.31% among 410,000; AID 624171; also: % of control where 0% means no effect; nearly all actives have a fitted effect of over 65% in size
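Reporter line AREc32 (ARE-Fluc), seeded overnight in OPTI-MEM with 5% FBS; compound pin-transferred, 24 hr at 37 deg C, 5% CO2; luminescent read-out.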
ATXN2 expr inh – inhibitors of ATXN2 expression; HEK-293 ATXN2-luciferase reporter, luminescence, 24 h; Potency, µM (highest dose often 57 µM), inactives show top-dose activity change, negative = inhibition, actives largely listed as inhibitors; hit rate 0.72% among 360,000; AID 1745845; also: % is scaled to controls: 0 for no effect and ±100 for the full control effect; nearly all actives have a fitted effect of over 55% in size
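ATXN2-luciferase reporter cells (luciferase flanked by upstream and downstream ATXN2 gene portions) were treated 24 h at 37 °C with compounds at up to 57 uM. SteadyGlo luminescence gave expression; GF-AFC fluorescence gave viability.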
Nrf2 block – Nrf2 pathway inhibition; A549 ARE-Fluc reporter, luciferase luminescence, 18-24 h; Potency, µM (top dose mostly 46 µM), without a hit: top-dose activity change, negative = inhibition, usual class: inhibitors; hit rate 2.1% among 360,000; AID 504444; also: % is scaled to controls: 0 for no effect and ±100 for the full control effect; nearly all actives have a fitted effect of over 60% in size
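Nrf2 function is reported as luminescence of an ARE-controlled luciferase in A549 cells. Compounds were tested at several concentrations, and a CellTiter-Fluor read on the same wells flagged cytotoxicity.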
ATXN viability – cell viability loss in ATXN counter-screen | S2 cells (HEK-293 line with an ATXN2-luciferase reporter) viability, CellTiter-Fluor protease fluorescence, 24 h | Potency, µM (highest dose often 56.7 µM), actives largely listed as cytotoxic | hit rate 0.49% among 400,000 | AID 651635; also: nearly all actives have a fitted effect of over 40% in size
A549 viability – A549 cytotoxicity, counter-screen for Nrf2 inhibitors | A549 ARE-Fluc cells, CellTiter-Fluor viability, 18-24 h | Potency, µM (series often up to 46 µM), without a hit: at the highest dose activity change, negative = cytotoxicity, actives largely listed as inhibitors | hit rate 0.16% among 390,000 | AID 504648; also: % is scaled to controls: 0 for no effect and ±100 for the full control effect
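A549 ARE_Fluc cells in 5% FBS OPTI-MEM were exposed to compounds in concentration-response for 18-24 h at 37 deg C. Viability was read by CellTiter-Fluor fluorescence (Ex 405/Em 525) after 30 min, before the luciferase read.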
MCF10A rereplic – induces DNA re-replication in MCF 10a normal breast cells. MCF 10A DNA re-replication, Hoechst nuclear intensity, 48 h. Potency, µM (top dose mostly 46.1 µM), for inactives: at the top dose activity, positive = re-replication, actives largely listed as activators. hit rate 2.9% among 350,000. AID 624296; also: % of control where 0% means no effect; nearly all actives have a fitted effect of over 50% in size
EPAC2 antagonist – antagonists of human EPAC2; Potency, µM (titrated, usually from 114 µM), without a hit: at the top dose activity, negative = inhibition, hits mostly inhibitors; EPAC2 GEF exchange of Rap1B-BODIPY-GDP, fluorescence; hit rate 0.18% among 360,000; also: % is scaled to controls: 0 for no effect and ±100 for the full control effect; nearly all actives have a fitted effect of over 45% in size; many of its hits are not listed in these tables
Target sequence (Q8WZA2 whole entry, looked up): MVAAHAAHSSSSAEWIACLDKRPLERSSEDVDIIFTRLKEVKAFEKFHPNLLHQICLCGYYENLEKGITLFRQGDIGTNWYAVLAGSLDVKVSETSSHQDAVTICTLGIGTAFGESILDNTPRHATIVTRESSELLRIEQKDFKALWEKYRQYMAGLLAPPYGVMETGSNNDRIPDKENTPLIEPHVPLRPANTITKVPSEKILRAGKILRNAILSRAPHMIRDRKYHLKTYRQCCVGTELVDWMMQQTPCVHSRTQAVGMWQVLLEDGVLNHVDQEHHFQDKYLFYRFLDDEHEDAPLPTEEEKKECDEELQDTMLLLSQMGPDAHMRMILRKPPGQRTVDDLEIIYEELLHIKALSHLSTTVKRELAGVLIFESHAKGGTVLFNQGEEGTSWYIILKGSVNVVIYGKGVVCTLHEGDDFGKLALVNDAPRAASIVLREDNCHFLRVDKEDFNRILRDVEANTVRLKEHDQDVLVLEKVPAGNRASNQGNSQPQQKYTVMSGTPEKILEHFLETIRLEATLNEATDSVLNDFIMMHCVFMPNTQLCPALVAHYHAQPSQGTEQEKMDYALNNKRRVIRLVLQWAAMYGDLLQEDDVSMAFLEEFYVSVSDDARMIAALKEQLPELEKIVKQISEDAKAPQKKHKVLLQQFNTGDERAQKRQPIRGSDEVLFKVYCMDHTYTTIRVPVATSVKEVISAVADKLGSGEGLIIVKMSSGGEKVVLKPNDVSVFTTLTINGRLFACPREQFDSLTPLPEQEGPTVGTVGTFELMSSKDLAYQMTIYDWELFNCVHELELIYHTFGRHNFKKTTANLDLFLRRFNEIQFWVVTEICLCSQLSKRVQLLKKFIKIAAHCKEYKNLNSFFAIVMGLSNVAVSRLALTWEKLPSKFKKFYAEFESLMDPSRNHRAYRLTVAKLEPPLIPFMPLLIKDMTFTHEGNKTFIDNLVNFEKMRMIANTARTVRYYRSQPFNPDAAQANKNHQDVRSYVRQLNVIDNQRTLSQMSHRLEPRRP
HepG2 viability – kills HepG2 cells in TGF-b inhibitor counter-screen; HepG2 CAGA-GFP viability, ATP luminescence, 18 h; hit rate 0.76% among 410,000; Potency, µM (series often up to 46.1 µM), inactives show top-dose activity change, negative = cytotoxicity, actives largely listed as cytotoxic; also: some results filed as inactive show a strong effect at the top dose
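HepG2 CAGA-GFP cells (1000/well, DMEM with 1% FBS) received compound, then TGF-beta at 500 pg/mL final, and were incubated 18 hours at 37 degrees C. Viability was read by CellTiter-Glo luminescence. Media-only wells were set as complete cell-killing and DMSO as no toxicity.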
TGFb inhibitor – TGF-b pathway inhibition | HepG2 CAGA-GFP TGF-b/SMAD3 reporter, GFP fluorescence, 18 h; TGF-beta stimulated, 500 pg/mL final | Potency, µM (doses to about 46.1 µM), without a hit: top-dose activity, negative = inhibition, hits mostly inhibitors | hit rate 1.2% among 410,000 | AID 588855; also: % is scaled to controls: 0 for no effect and ±100 for the full control effect; nearly all actives have a fitted effect of over 65% in size
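Inhibition of TGF-beta-driven CAGA-GFP reporter expression in HEPG2 cells is measured by cellular GFP fluorescence after 18 h stimulation with 500 pg/mL recombinant TGF-beta in 1% FBS medium at 37 degrees C.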
Numbers without * were called inactive; i = inactive; ? = inconclusive; nt = not tested or not shown; & = joins results of further samples; ! = repeats disagree; [ ] = another dose, or the depositor's remark. Calls follow the shape of the dose curve; as a rule, active = well fitted curve in the direction sought with a large enough effect; inconclusive = small, poorly fitted or top-dose-only effect, or another doubt; inactive = no such curve, though single readings can be large; an effect the other way counts as inactive or inconclusive. Potency is read from the fitted curve at half-maximal effect. The list is partial. The share of hits here may be higher or lower than overall.

smiles | Nrf2 ARE act | ATXN2 expr inh | Nrf2 block | ATXN viability | A549 viability | MCF10A rereplic | EPAC2 antagonist | HepG2 viability | TGFb inhibitor
CC1Cc2cccc3ccc(=O)n(c23)C1 (configuration not stated) | 1.7% | 12.2% | -11.8% | i | 7.2% | 3.5% | 16.8% | -0.6% | 0.0%
CNc1ccccc(C(=O)/C=C/c2ccccc2OC)c1=O | ? | ? | ? | ? | ? | ? | 3.5% | -12.8% | ?
O=C(Nc1ccc(Cl)cc1)c1ccncc1 | 2.0% | 20.0% | -14.4% | ? | -6.8% | 16.9% | -4.1% | 0.8% | -1.8%
COC(=O)CNS(=O)(=O)c1ccc(C)cc1 | -0.2% | -4.9% | 1.1% | i | -0.1% | -2.1% | -1.7% | 3.6% | 2.4%
Cc1ccc2sc(N(CCCN(C)C)C(=O)c3ccc(S(=O)(=O)N(C)C)cc3)nc2c1C | 4.4% | -35.8% | 11.6% | i | -2.9% | 8.5% | 5.7% | -56.4% | -17.2%
CC(=O)c1ccc(OCCn2c(SCC(=O)O)nc3ccccc32)cc1 | -0.5% | -1.0% | 1.6% | i | 11.3% | 4.3% | 12.1% | -1.9% | 1.0%
CN1CCN(c2nc3c(c(=O)n(C)c(=O)n3C)n2Cc2ccccc2F)CC1 | -0.5% | -6.6% | 4.7% | i | -4.3% | 5.8% | 1.9% | -16.6% | 5.9%
CSCC[C@H](NC(=O)C(C)(C)Oc1ccc(Cl)cc1)c1nc2ccccc2[nH]1 | -1.1% | nt | -4.1% | ? | -0.3% | 7.2% | 4.0% | -0.9% | -10.9%
O=C(NCCc1cccs1)c1ccc(Cn2c(SCc3ccccc3)nc3cccnc32)cc1 | 1.1% | -4.8% | ? | ? | -15.6% | nt | nt | -38.6% | -12.6%
CCc1ccccc1NS(=O)(=O)c1ccc2nc(-c3ccccc3)[nH]c2c1 | 0.4% | -14.1% | 11.7% | i | 3.3% | nt | nt | -35.0% | ?
Cc1cc2c(c(=O)o1)C(C1C=CCCC1)C(C#N)=C(N)O2 (configuration not stated) | 0.5% | -0.5% | -19.4% | i | 1.0% | 7.6% | -2.6% | -21.3% | ?
C=CCOc1ccc(C(=O)Nc2ncn[nH]2)cc1 | 9.0% | nt | 12.0% | i | 3.8% | 1.0% | 1.9% | -16.4% | -3.9%
OC(Cn1cccn1)c1ccccc1 (configuration not stated) | -0.6% | -1.7% | 5.1% | i | 7.0% | -2.1% | -2.0% | 1.9% | 5.1%
Cc1ccc(N2CC(C(=O)N3CCCCCC3)CC2=O)cc1 (configuration not stated) | 0.2% | 3.5% | 13.2% | i | 5.3% | -1.4% | -4.3% | 10.0% | 0.5%
COc1ccc(C(C)NC(=O)CCc2ccccc2)cc1 (configuration not stated) | -0.8% | -14.3% | 3.1% | ? | -0.3% | 0.2% | 10.1% | 0.3% | 20.3%
CNc1nc(NC#N)nc(SC)n1 | -0.4% | 0.4% | 10.4% | i | 0.7% | 7.1% | 4.5% | -0.2% | -2.7%
COC(=O)CNC(=O)C1CCCN1C(=O)OC(C)(C)C (configuration not stated) | 0.2% | 4.3% | -0.1% | i | -11.4% | 13.7% | 7.8% | -25.0% | -18.1%
Cc1cccn2cc(-c3ccccc3)nc12 | 5.4% | 41.8%[activator] | ? | i | 0.5% | -6.2% | -1.5% | -18.0% | -14.5%
Cc1ccc(N2C(=O)C3C4CC(=O)C(c5ccccc54)C3C2=O)cc1C (configuration not stated) | 0.3% | 10.6% | 11.3% | i | 6.8% | 2.8% | 14.6% | -12.6% | -17.8%
O=S(=O)(NCCS(=O)(=O)N1CCN(c2ccccc2)CC1)c1ccc(Br)cc1 | -1.3% | nt | nt | nt | 11.6% | nt | nt | -4.6% | 19.6%
Cc1ccc(C)n1-c1ccc(-c2nnc3n2CCCCC3)s1 | 16.1% | 0.4% | -0.8% | i | -6.2% | ? | -21.0%[57.1 µM] | -0.3% | 0.0%
COC(=O)c1cc(C(=O)CSc2nc(C)cc(C)n2)ccc1O | -0.6% | 3.8% | 13.1% | i | 6.5% | -3.2% | 3.4% | 10.8% | 16.8%
O=C(NCCNCc1cccs1)c1ccccc1F | 0.4% | -0.1% | 3.2% | i | 0.5% | -0.8% | 1.2% | 2.3% | 6.5%
N#C/C(=C\c1c(N2CCCCC2)nc2ccccn2c1=O)C(=O)NC1CCS(=O)(=O)C1 (configuration not stated) | 0.5% | 13.7% | ? | ? | -14.3% | 7.2% | 10.7% | 10.8% | 12.3%
CN(C)/C=C1/OC(=O)C(C#N)=C1c1ccc(Cl)cc1 | 0.3% | nt | -5.4% | i | -22.6% | 18.4µM* | 0.4% | 11.6% | 6.9%
Cn1c(=O)c(=O)n(C)c2cc(N3CCCC3)c(NS(=O)(=O)c3ccc(F)cc3)cc21 | -0.7% | -6.5% | 3.2% | i | -10.3% | 1.2% | -14.4% | 7.2% | -0.1%
CCCCCCCCCCCCCCCC[n+]1cccc(C(=O)N(CC)CC)c1 | -2.4%&-3.0% | 31.6µM*! | ? | 31.6µM* | 16.4%&-3.4% | ? | -18.5%&-7.4% | 12.6µM*! | ?
COc1ccccc1CNC(=O)c1cnc2c(-c3ccccc3)c(C)nn2c1C | -0.9% | nt | -24.0% | nt | -2.7% | nt | nt | 0.0% | 9.5%
COc1ccc(N2CCN(C(=O)Cc3ccc(C)cc3)CC2)cc1 | -0.5% | 0.2% | 2.5% | ? | 0.6% | -1.1% | 5.9% | -2.0% | ?
Cc1ccc(-n2ncc3c(N4CCC(C(N)=O)CC4)ncnc32)c(C)c1 | 2.0% | nt | 15.9% | nt | 1.5% | 0.4% | -13.2% | -10.4% | 3.6%

Laid out differently: results already given.
The line under a structure holds: Nrf2 ARE act	ATXN2 expr inh	Nrf2 block	ATXN viability	A549 viability	MCF10A rereplic	EPAC2 antagonist	HepG2 viability	TGFb inhibitor
COc1ccc(C(C)NC(=O)CCc2ccccc2)cc1 (configuration not stated)
 : -0.8%	-14.3%	3.1%	?	-0.3%	0.2%	10.1%	0.3%	20.3%
CNc1nc(NC#N)nc(SC)n1
 : -0.4%	0.4%	10.4%	i	0.7%	7.1%	4.5%	-0.2%	-2.7%

Later entries.
smiles | Nrf2 ARE act | ATXN2 expr inh | Nrf2 block | ATXN viability | A549 viability | MCF10A rereplic | EPAC2 antagonist | HepG2 viability | TGFb inhibitor
O=C(C1=C(O)C(=O)N(CC2CCCO2)C1c1ccccc1Cl)c1ccco1 (configuration not stated) | 0.0% | -16.4% | -14.3% | i | 1.8% | 23.1% | 2.2% | -11.0% | -5.3%
COc1cc(F)c(C(=O)NC(C)(C)CO)cc1OC | -1.4% | 11.8% | 2.3% | i | -2.4% | 2.5% | 7.3% | -0.7% | -1.2%
COc1ccccc1N(CC(=O)N/N=C/c1ccc(SC)cc1)S(C)(=O)=O | 0.0% | 1.8% | 5.5% | i | -1.2% | 11.2% | -17.8% | 1.4% | -3.3%
CC(C)N(C)Cc1nnnn1CC(=O)N(C)Cc1ccc(F)cc1 | 3.8% | nt | 5.9% | ? | 13.0% | 3.6% | 4.1% | -1.2% | 7.1%
COC(=O)C(Cc1cnc(Cl)s1)(C(=O)OC)c1ccc([N+](=O)[O-])cc1[N+](=O)[O-] | 2.2% | -17.2% | -8.8% | i | -5.6% | -22.2% | -4.3% | -25.2% | 18.0%
Cc1ccc(S(=O)(=O)N2CCCC2)cc1C(=O)N1CCN(Cc2ccccc2)CC1 | 0.3% | -13.4% | 7.9% | i | 0.6% | -7.2% | 3.1% | -11.9% | 1.3%
Cc1ccccc1NC(=O)c1cc2ccccn2n1 | ? | nt | ? | i | ? | -2.8% | -5.7% | -39.5% | -18.6%
O=C(CN1C(=O)NC2(CCCCC2)C1=O)Nc1ccc(S(=O)(=O)N2CCOCC2)cc1 | -0.4% | 1.2% | 2.3% | i | 4.6% | 11.7% | 7.6% | -53.2% | -1.7%
CN(C)c1nc(OCCOC(=O)Nc2ccc(Cl)cc2Cl)nc(N(C)C)n1 | -0.7% | -18.3% | ? | i | -25.8% | 24.9% | -19.1% | -25.5% | -2.7%
O=C(CCN1CCN(CCO)CC1)Nc1ccccc1 | -0.7% | -31.4% | -1.2% | i | 0.9% | 0.651µM* | -1.4% | -31.1% | -6.6%
CCCCNC(=O)C1CC(c2ccccc2[N+](=O)[O-])=NO1 (configuration not stated) | 0.3% | 31.6%[activator] | 2.9% | i | -5.1% | 1.5% | -1.0% | -4.0% | 10.8%
N#CC(=C=[N-])C1=C(C#N)C(c2ccccc2F)C([n+]2ccccc2)C(O)(C2CC2)N1 (configuration not stated) | 0.1% | -3.0% | ? | ? | -0.7% | 6.6% | -1.4% | 3.9% | -0.6%
O=C(NCc1ccc(Cl)cc1)C1CCN(C(=O)c2ccco2)CC1 | 0.3% | 3.5% | -13.6% | i | -1.6% | 0.5% | 12.6% | -13.7% | 1.2%
O=C(NCC(=O)N1CCN(S(=O)(=O)c2cccs2)CC1)c1ccc(Cl)cc1 | 0.4% | -4.8% | -21.6% | i | 0.3% | -8.2% | 0.4% | -4.0% | -5.0%
Cn1c2ccccc2c2ncn(Cc3ccc(F)cc3)c(=O)c21 | -0.8% | -3.1% | ? | i | -1.4% | 11.8% | -7.0% | -12.5% | 3.4%
Cc1ccc(C(=O)c2oc3ccccc3c2NC(=O)Cc2coc3c(C)c(C)ccc23)cc1 | -0.3% | -10.2% | -12.1% | i | -3.9% | nt | nt | -2.9% | -2.2%
O=C1NC(c2ccccc2)=C(c2ccc3ccccc3n2)C(c2ccncc2)N1 (configuration not stated) | 3.9% | 0.5% | -1.0% | i | -5.6% | 23.6% | 1.5% | -0.3% | -1.5%
CC(CNC(=O)Cn1c(-c2cccs2)cc2ccccc21)c1ccccc1 (configuration not stated) | 5.8% | -18.0% | ? | i | 10.3% | nt | nt | -19.1% | -27.6%
CC(C)(Oc1ccc(Cl)cc1)C(=O)OCC(=O)NCCc1ccc(S(N)(=O)=O)cc1 | 0.2% | -6.5% | 10.2% | i | 8.7% | -1.5% | -3.2% | -5.3% | 0.0%
O=c1cc(-c2ccccc2)oc2cccc(O)c12 | ? | 46.6%[activator] | 4.3% | i | 3.2% | -7.5% | -4.4% | 6.6% | 1.3%
